Assay outcomes: PubChem BioAssay, several laboratories
phage Ecoli inh: E. coli growth loss with phage present; AID 651602; inhibition, % at 11.9 µM; 0.26% of 360,000 active; growth absorbance; in the data active means inhibition above about 11%
Ecoli viability: counter-screen for AddAB inhibitors: E. coli growth inhibition | E. coli V3065 growth, OD600 absorbance, 18 h | inhibition, % at 11.9 µM | 0.27% of 330,000 active;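 active means inhibition above the campaign's mean inhibition across all tested compounds plus 3 SD, cut at about 9.9% in these data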;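 further: uninfected addAB+ strain grown without phage in ampicillin broth; 0% = DMSO wells and 100% = ciprofloxacin 0.95 µg/ml wells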
HTR5A inv ctr: counter-screen for OPRM1-OPRD1 inverse agonists: human HTR5A inverse agonism | P47898 | HTR5A cell line, luminescence | inhibition, % at 9.3 µM | 0.083% of 340,000 active | AID 504634; in the data active means inhibition mostly above about 23%, no sharp cut-off; inactive means mostly below about 18%;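 further: 0% = cells with DMSO and 100% = no-cell wells with DMSO; some compounds called inactive have numbers as strong as hits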
Target sequence (P47898 whole entry, looked up): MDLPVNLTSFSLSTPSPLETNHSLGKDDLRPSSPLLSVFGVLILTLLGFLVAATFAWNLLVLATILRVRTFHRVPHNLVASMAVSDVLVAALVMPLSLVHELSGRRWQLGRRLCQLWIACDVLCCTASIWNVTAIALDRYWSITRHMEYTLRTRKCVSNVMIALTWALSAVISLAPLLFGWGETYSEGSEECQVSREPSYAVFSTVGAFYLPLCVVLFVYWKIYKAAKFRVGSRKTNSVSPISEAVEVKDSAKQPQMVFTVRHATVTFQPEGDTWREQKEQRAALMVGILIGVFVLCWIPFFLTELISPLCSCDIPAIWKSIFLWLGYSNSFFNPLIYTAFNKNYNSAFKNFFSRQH
DAGLB inhibitor: diacylglycerol lipase beta (human) inhibition; HEK293T DAGLB membrane lysate, EnzChek fluorogenic substrate; Q8NCG7; 0.059% of 340,000 active; inhibition, % at 5.17 µM; in the data active means inhibition above about 34%;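 further: 0% = enzyme with vehicle and 100% = wells lacking enzyme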
SUMO Mot1 rescue: inhibitors of SUMOylation pathway: yeast Mot1-301 growth rescue; S. cerevisiae Mot1-301 growth rescue, ATP luminescence, 38.5C; percent above DMSO median, 100 means doubled; growth rescue, % at 18.8 µM; 1% of 320,000 active; AID 2716;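 active means every valid replicate shows activation above 250% relative to neutral control wells; inactive means the rest, any valid replicate at or below 250%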;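 further: OY570 slx delta 5 strain wells were the positive control but not used for scaling; some compounds called inactive have numbers as strong as hits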
Tat transport: E. coli Tat transport inhibition; inhibition, % at 10 µM; 0.036% of 340,000 active; AID 488895; E. coli MC4100 TorA-mCherry Tat export, fluorescence;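 active means mean replicate inhibition at least 50% and at least half of replicates individually reaching 50%; inconclusive means only one of the two criteria met; inactive means neither criterion met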;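 further: exported cargo escapes ClpAP degradation while cytoplasmic cargo is degraded and loses fluorescence; 0% = median of neutral control wells and 100% = median of NaSCN control wells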
AddAB inh: less growth of phage-infected E. coli with AddAB; E. coli expressing H. pylori AddAB, absorbance growth; inhibition, % at 11.9 µM; 0.29% of 330,000 active; AID 435030; in the data active means inhibition above about 12%;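 further: 0% = vehicle wells of infected cells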
CDK5 p35 inh: inhibitors of human CDK5/p35 kinase. AID 488839. 0.01% of 330,000 active. inhibition, % at 10 µM. Recombinant CDK5/p35, ADP-Glo luminescence, 60 min. Q00535+Q15078;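 active means highest replicate inhibition of at least 50% and at least 75% of replicates reaching 50%; inconclusive means only one of the two criteria met; inactive means both criteria failed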;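 further: plate controls were DMSO neutral control for no effect and GW8510 at 10 µM for full effect; many of its hits are not listed in these tables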
PKA-R2B activ: activates the human PKA-R2B holoenzyme complex; PKA-R2B holoenzyme dissociation, Cy5-IP20 fluorescence polarization; R2B truncated from residue 108, S112A mutant; 0% DMSO only, 100% 113 µM cGMP; 0.079% of 340,000 active; activation, % at 11.4 µM;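 active means activation above a cutoff set at the mean over all compounds plus 3 SD, cut at about 18% in these data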;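 further: higher means more holoenzyme dissociation and a rise in polarization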
Target sequence (P31323 whole entry, looked up, other chains not shown, the tested form may be a part): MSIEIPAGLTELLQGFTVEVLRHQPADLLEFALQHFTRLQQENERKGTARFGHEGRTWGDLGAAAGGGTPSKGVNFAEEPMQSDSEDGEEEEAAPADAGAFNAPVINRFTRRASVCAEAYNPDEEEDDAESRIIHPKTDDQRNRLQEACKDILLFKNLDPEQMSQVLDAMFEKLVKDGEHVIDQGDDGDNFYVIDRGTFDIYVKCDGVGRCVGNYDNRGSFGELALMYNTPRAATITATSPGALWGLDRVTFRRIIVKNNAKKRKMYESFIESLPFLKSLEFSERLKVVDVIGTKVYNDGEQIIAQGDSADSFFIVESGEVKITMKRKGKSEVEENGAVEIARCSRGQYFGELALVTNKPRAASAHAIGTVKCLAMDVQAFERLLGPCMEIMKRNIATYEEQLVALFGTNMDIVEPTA
PKA-R1A act: activates the PKA-R1A holoenzyme complex; PKA-R1A dissociation, Cy5-IP20 fluorescence polarization; scaled: DMSO 0%, 113 µM cGMP 100%; activation, % at 11.4 µM; 0.083% of 340,000 active; AID 504707;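 active means percent activation above the mean of all tested compounds plus 3 SD, cut at about 19% in these data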;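 further: higher means more PKAc released from R1A so a rise in polarization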
HTR5A ag ctr: HTR5A agonism, opioid heterodimer counter-screen; activation, % at 9.3 µM; P47898; AID 504692; 0.61% of 340,000 active; HTR5A agonist assay, luminescence, cell-based; in the data active means activation mostly above about 9.5%, no sharp cut-off; inactive means mostly below about 7.6%;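 further: 0% = cells with vehicle only and 100% = reference agonist; strong numbers were not always called active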
* hit, by the source's call; i = inactive; ? = inconclusive; / = no result given.

SMILES,phage Ecoli inh,Ecoli viability,HTR5A inv ctr,DAGLB inhibitor,SUMO Mot1 rescue,Tat transport,AddAB inh,CDK5 p35 inh,PKA-R2B activ,PKA-R1A act,HTR5A ag ctr
CCN(c1cccc(C)c1)S(=O)(=O)c1c(C)[nH]c(C)c1C(=O)N1CCCCC1,0.0,0.3,-7,-2,5,-9,3.2,-0.1,1,1,2
CC(=O)c1c(C)[nH]c(C(=O)NCc2cccc(Cl)c2)c1C,0.1,1.5,1,0,-5,5,2.5,-0.2,1,-7,-1
COc1cccc(-c2csc(N3CCN(C(=O)C4CCCCC4)CC3)n2)c1,0.9,0.4,3,-5,/,11,3.1,0.8,-11,-10,4
COc1ccc(CCNC(=O)CSC(=O)c2ccccc2)cc1OC,4.8,-1.8,14,-1,4,-5,1.7,0.8,0,5,1
O=C1c2ccccc2CCCC12N=NCC2c1cccc2ccccc12 (stereo unspecified),3.4,-1.4,7,-11,14,4,-0.6,-0.1,5,-2,2
Cc1ccccc1C(=O)NC1CCN(Cc2ccccc2)CC1,5.3,-2.2,-4,2,3,1,3.2,-0.5,-3,-8,0
COc1ccc(-c2[nH]ncc2CN2CCN(C(=O)c3ccco3)CC2)cc1F,-1.3,-0.9,-8,0,18,-2,1.5,-1.1,-12,-5,3
COc1ccc(OC)c(S(=O)(=O)Nc2ccc3c(c2)N(C(C)=O)CCC3)c1,1.2,4.4,-13,1,157,-2,3.2,-3.5,-1,-4,4
COc1ccc(C)cc1S(=O)(=O)N1CCN(S(=O)(=O)c2cc(C)ccc2OC)CC1,4.0,1.3,13,-2,5,-5,1.6,0.4,-12,-14,-1
CCOCCCNC(=O)C(c1ccc(C)cc1)N1CCOCC1 (stereo unspecified),3.0,1.9,-6,-3,-18,-10,1.6,-2.5,4,-1,2
COC(=O)c1ccc(CSc2nnc(NC(C)C)s2)o1,2.7,-2.0,-1,1,408,-2,0.3,0.7,1,4,1
Cc1ccc(S(=O)(=O)N2CCC(C(=O)OCC(=O)NCCc3ccccc3)CC2)cc1C,4.5,3.5,-11,-6,9,-3,0.5,-0.5,-10,-1,4
O=C(COC(=O)COc1ccc(Br)cc1)NCC1CCCO1 (stereo unspecified),3.8,-1.2,3,-1,-10,2,2.8,0.3,3,0,-1
O=C(c1cccc(S(=O)(=O)N2CCOCC2)c1)N(Cc1ccc(F)cc1)Cc1ccco1,3.7,-1.9,-8,0,-8,2,0.6,-0.8,-6,0,4
CCOP(=O)(CC(C(C)=O)C(O)c1ccccc1)OCC (stereo unspecified),0.5,1.0,-31,-1,2,-3,1.9,0.5,-3,-2,11
COc1cccc(NC(=O)Nc2ccccc2C(N)=O)c1,3.9,0.9,7,-1,-16,1,1.3,0.1,-8,4,-3
O=C1c2cccnc2C(=O)N1Cc1ccc(S(=O)(=O)N2CCOc3ccccc32)cc1,0.9,2.0,12,1,11,-1,3.9,-2.1,-11,-5,1
O=C(CSc1ccccc1)Nc1ccc(Cl)c(S(=O)(=O)N2CCOCC2)c1,2.5,0.6,7,-1,-17,4,1.4,1.8,16,-10,-2
NC(=O)COC(=O)c1cc(-c2ccco2)nc2ccccc12,-0.5,-0.9,-10,1,-16,-6,1.0,0.3,3,-12,4
COc1ccccc1NC(=O)CCc1c(C)nc2c(-c3ccc(F)cc3)c(C)nn2c1C,2.6,-1.7,6,-2,8,3,2.2,-1.9,-7,-20,-3
CCOC(=O)c1c(-c2ccccc2)oc2cc(CN(C)C)c(O)c(CN(C)C)c12,6.0,-0.2,-38,2,204,-12,2.1,-1.4,5,2,12*
CC(=O)OCC1=C(C(=O)O)N2C(=O)C(NC(=O)CC(C)c3ccccc3)C2SC1 (stereo unspecified),2.7,-0.5,-6,1,4,2,0.8,-1.0,-2,-5,2
CCC1CCCCN1C(=O)CSc1nnc(-c2ccc3c(c2)OCCO3)o1 (stereo unspecified),1.2,-0.9,10,-3,i,6,2.6,-2.6,-7,3,-4
O=S(=O)(Nc1ccc(-c2ccc3nncn3n2)cc1)c1ccccc1Cl,-2.4,-0.3,-6,2,-2,-7,-0.7,1.2,-9,5,2
CC(=O)c1ccc(NC(=O)CCCCCn2nnc3ccccc3c2=O)cc1,0.9,0.0,-4,-6,-9,11,0.2,-0.2,2,1,1
O=C1N(c2cccc(Cl)c2)C(c2ccc(Cl)cc2)N2CCCN12 (stereo unspecified),2.0,-3.1,-38,-1,-6,3,1.4,-0.9,-1,-2,-1
CCN(C(=O)COC(=O)/C=C/c1c(C)nn(-c2ccccc2)c1C)C1CCS(=O)(=O)C1 (stereo unspecified),1.8,-3.3,2,-1,-17,4,-1.2,-2.5,-6,-11,3
Cc1nnc(NC(=O)CSc2nnc(CC(=O)Nc3ccccc3F)n2C)s1,1.5,-1.4,-20,-4,-8,3,3.0,1.8,-8,-3,-2
CN(C)CCCN(C(=O)c1ccc(S(=O)(=O)N2CCCCCC2)cc1)c1nc2ccc(F)cc2s1,0.3,-0.5,-3,2,-11,9,2.8,-0.7,4,1,2
Cc1nc(N2CCCCCC2)c2ccccc2n1,1.8,0.5,-7,-3,96,-1,2.7,0.7,-1,1,2
O=C(CNC(=O)c1cccs1)NCCc1ccco1,-2.1,-2.3,5,2,43,4,-2.2,-6.8,-11,2,6
CCOC(=O)c1c(N)sc(C(=O)N2CCCC2)c1C,-0.3,-2.2,7,0,1,-7,2.7,-1.7,14,-13,-3
COC(=O)c1ccccc1NC(=O)c1cc(-c2ccc(C)cc2)on1,/,-1.0,-22,-4,3,-10,1.4,0.3,-8,-1,7
Cc1nn(C(C)C(=O)N2CCCCC2)c(=O)c2c1sc1ccccc12 (stereo unspecified),2.8,2.0,7,0,-1,10,1.5,0.7,-6,-18,-3
CCC(=O)c1ccc(OCC(=O)OCC(=O)NC2CCCC2)cc1,0.5,-0.3,17,-4,-13,-1,-0.2,-0.4,-12,-4,-7
S=c1[nH]nc(-c2ccco2)n1/N=C/C=C/c1ccco1,3.8,0.8,-6,2,-28,2,0.7,1.5,0,-1,2
O=C(NCCCO)/C(=C\c1ccco1)NC(=O)c1ccc(Br)o1,0.6,0.1,0,-1,-18,3,4.3,-1.0,0,3,-4
CC(C)CC(=O)Nc1cccc(-c2nc3ncccc3o2)c1,2.5,0.4,-4,2,2,-12,1.4,-1.3,-3,3,1
Cc1ccc(O)c(C(=O)c2cnc3c(c2)c(=O)n(C)c(=O)n3C)c1,1.9,-0.7,/,/,-1,3,3.9,0.8,/,/,/
CCNC(=O)COC(=O)c1sccc1C,1.2,0.5,6,-1,2,-2,5.5,-1.6,-4,-10,-3
CCOC(=O)C1=C(C)NC(=O)NC1c1ccc(OCC(N)=O)cc1 (stereo unspecified),1.5,2.8,-6,-3,/,3,1.0,0.4,1,0,2
CN(C)c1ccc(NC(=O)CN2CCN(c3ccc(F)cc3)CC2)cc1,1.3,0.1,15,0,3,-1,-0.1,-0.8,-5,4,-1
CCc1ccc(N(C(=O)CCC(=O)Nc2cc(C)on2)C(C(=O)NC2CCCC2)c2ccco2)cc1 (stereo unspecified),0.3,-0.4,-38,0,10,5,1.7,-4.2,2,5,5
Cc1cccc(-n2nnnc2SC(C)C(=O)NCCC2=CCCCC2)c1 (stereo unspecified),3.1,-1.5,17,-8,13,6,0.0,-0.1,-10,-6,-2
O=C(Cn1c(=O)n(-c2ccc(F)cc2)c(=O)c2sccc21)NC1CCCCC1,2.3,1.6,21,1,-3,?,2.1,0.7,-1,-7,12*
COc1ccccc1NS(=O)(=O)c1ccc(NC(=O)c2ccncc2)cc1,3.2,1.6,16,-1,-8,1,0.0,0.1,2,4,4
O=C(c1nc2ccccn2c1CNCCCn1ncc2ccccc21)N1CCCC1,1.4,-2.7,-2,-2,-7,-8,2.0,-1.1,14,-8,0
COc1ccc(S(=O)(=O)NC(C)C(=O)NCc2ccccn2)cc1OC (stereo unspecified),1.9,-0.3,-12,-2,1,4,4.2,0.7,2,-2,4
CN(Cc1ccccc1)C(=O)CN1C(=O)NC2(CCCCCCC2)C1=O,-2.0,-0.2,13,-5,-16,0,1.6,0.0,-9,3,-2
Cc1ccc(C(=O)NCC(C)NC(=O)c2ccc(C)c(C)c2)cc1C (stereo unspecified),-1.3,-0.4,-56,-2,-14,-6,1.8,1.9,8,-1,1
CCCc1nc2nc(C)c(NS(=O)(=O)c3ccc(Cl)cc3)c(=O)n2[nH]1,-0.9,-0.3,-4,0,16,-1,3.1,-2.4,5,13,2
O=C1N=C(N2CCOCC2)S/C1=C1\C(=O)N(Cc2ccccc2)c2ccccc21,0.2,-0.8,8,3,297,3,3.4,-0.9,-16,-4,-3
CCN1CCN(C(=O)C2CCC(CNS(=O)(=O)c3ccccc3)CC2)CC1 (stereo unspecified),3.0,1.2,1,0,19,2,-0.1,1.4,-10,-10,3
Fc1cccc(NC(=S)NCc2cccnc2)c1,2.0,-0.2,7,1,2,-2,5.5,-0.8,-6,-8,-2
Cc1cccc(/C=N/n2c(-c3ccco3)n[nH]c2=S)c1,-0.4,0.7,-24,2,24,-4,-0.5,3.3,1,-10,0
COc1cccc(C=Nc2cccc3c(=O)[nH][nH]c(=O)c23)c1O,4.3,-3.5,5,0,-4,11,-1.3,-1.0,10,3,-2

Next compounds:
SMILES,phage Ecoli inh,Ecoli viability,HTR5A inv ctr,DAGLB inhibitor,SUMO Mot1 rescue,Tat transport,AddAB inh,CDK5 p35 inh,PKA-R2B activ,PKA-R1A act,HTR5A ag ctr
O=C(COC(=O)/C=C/c1ccccc1)NCc1cccs1,2.6,-3.8,-6,-2,-1,2,1.8,0.3,0,-7,2
CN(C)c1ccc(CNS(=O)(=O)c2csc(C(N)=O)c2)cc1,-0.1,0.6,4,-5,-1,6,-0.6,0.4,3,-4,-1
COc1cccc(NC(=O)CN(C)CC(=O)Nc2ccc(C)c(S(=O)(=O)N3CCOCC3)c2)c1,1.2,/,11,2,/,-4,/,-2.2,6,9,5
Cc1cccc(N2C(=O)/C(=C/c3cccnc3)SC2=S)c1,2.5,0.0,-22,-7,939*,6,3.8,-4.3,0,-2,1
COc1ccc(/C(O)=C/C(=O)C(=O)NNC(=O)c2ccccc2)cc1,0.9,2.4,2,3,163,-6,-0.7,-0.7,6,2,0
Cc1ccc(/C=C/C(=O)O)cc1S(=O)(=O)NCC1CCCO1 (stereo unspecified),4.3,1.6,7,2,395,-10,2.4,-0.7,3,-3,-3
Cc1cc(C)c(NC(=O)CNC(=O)c2ccccc2SCC(=O)N2CCCC2)c(C)c1,0.2,-1.4,-22,1,-1,-7,3.1,0.0,-5,1,8
